High-throughput results as filed in PubChem BioAssay.
WT yeast gro inh = growth inhibition of WT yeast, mitochondrial fusion screen. 190,000 compounds, 2.1% hits. mitochondrial fusion phenotypic screen, WT strain. inhibition, % at 10 µM; in the data active = inhibition above about 58%; tested in S. cerevisiae
Myeloid diff 2 = myeloid differentiation induction; ER-HoxA9 myeloid progenitors, lysozyme-GFP differentiation, flow cytometry; calls only at 10 µM; 360,000 compounds, 1% hits; AID 624256;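 active = normalized GFP-positive differentiation at or above the plate's own cutoff, the solvent-only control mean plus 3 SD; inconclusive = no clear call, values can overlap the other calls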;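 note: cells exposed to compound for four days before flow analysis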
West Nile antiviral = inhibition of WNV-induced cytopathic effect – cell-based, CPE readout (AID 1621); West Nile virus-infected cells, CPE inhibition; higher % means a stronger effect; CPE inhibition, % at 10 µM; hits with a dose series show IC50 in µM; 290,000 compounds, 0.02% hits; in the data active = a potency from the dose series; inconclusive = CPE inhibition mostly from about 3.7% at the one dose, without a potency; inactive = the rest, 99 in 100 with CPE inhibition below about 2.2%; note: strong numbers were not always called active
bCat nuc transl = modulators of beta-catenin nuclear translocation; HeLa beta-catenin nuclear translocation, immunofluorescence imaging; 190,000 compounds, 0.3% hits; nuclear translocation activity, % at 5 µM; AID 1665;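 active = nuclear translocation activity above 50% at 5 µM, with a well cell count of 50 or more; inconclusive = wells under 50 cells across six images, flagged as toxic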;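 note: per-cell ratio of nuclear to cytoplasmic median beta-catenin stain intensity; plate controls were DMSO negative control for no effect and GSK-3 inhibitor IX positive control for full effect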
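Assay system: human HeLa cells, native beta-catenin; doses: 5 µM primary, 0.02–20 µM confirmation; incubation: compound treatment 24 h, 37°C, 5% CO2; technique: fluorescence imaging of beta-catenin antibody stain plus DAPI; measure: % activation, nuclear-to-cytoplasmic median beta-catenin signal ratio per cell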
T cell HTS = modulates CD8 T cell binding to vesicles; calls only at 7 µM; 330,000 compounds, 0.068% hits; AID 2052; 2C CD8+ T cell-vesicle binding, flow cytometry; stronger effect = lower value;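 active = response, share of CD8 T cells binding vesicles, and their 90th percentile fluorescence all below set limits, cut at about 80% in these data, passing the limit was not always enough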
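incubation = binding step 1.5 h, 37 °C, antibody labelling 20 min, ice | test system = 2C mouse CD8+ T cells | read-out basis = percent CD8+ FL2 mean versus row control | controls = Peptide-free naked vesicles (low) and QL9 vesicles with 0.7% DMSO vehicle (high) | detection = flow cytometry of vesicle-bound cells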
Rac1 GTP hydrolysis = MgcRacGAP GTPase-activating activity inhibitors, confirmation, biochemical, ADP Hunter fluorescence | MgcRacGAP-stimulated Rac1 GTP hydrolysis, ADP Hunter fluorescence; higher % means a stronger effect; GST-tagged Rac1 F28L mutant substrate | one-dose inhibition, % at 30 µM; IC50 in µM for titrated hits | 340,000 compounds, 0.6% hits;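 active = first-screen hits whose inhibition reached a set limit at any dose in the follow-up dose series; inconclusive = inhibition above the set first-screen limit but never retested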;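 note: fluorescence reports GDP produced by GAP-driven GTP hydrolysis; strong numbers were not always called active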
SV40 large T antigen = SV40 large T antigen inhibitors, biochemical (AID 1903) | SV40 large T antigen ATPase/helicase inhibition assay; higher % means a stronger effect | 310,000 compounds, 0.39% hits | inhibition, % at 20 µM; hits with a dose series show IC50 in µM; in the data active = a potency from the dose series; inconclusive = inhibition mostly from about 32% at the one dose, without a potency; inactive = the rest, 99 in 100 with inhibition below about 32%; note: strong numbers were not always called active
Salmonella PhoP GFP = PhoP-dependent GFP reporter repression – Salmonella Typhimurium, primary screen (AID 1863). S. Typhimurium PhoP-regulated promoter GFP reporter, 4 h; higher % means a stronger effect. inhibition, % at 50 µM, or IC50 in µM where a hit was titrated. 300,000 compounds, 0.16% hits;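 active = inhibition over 29.93%, a cutoff 3 SD above the screen mean, later confirmed by dose response; inconclusive = inhibition over 29.93% but no dose response follow-up; inactive = inhibition at most 29.93% or unconfirmed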;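 note: 0% = low Mg2+ inducing control and 100% = high Mg2+ repressing control; strong numbers were not always called active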
RSV antiviral HEp-2 = RSV antiviral activity via CPE protection, HEp-2 cells, primary 10 µM value included (AID 2391) | HEp-2 cells, RSV-induced CPE inhibition; higher % means a stronger effect | one-dose CPE inhibition, % at 10 µM; IC50 in µM for titrated hits | 310,000 compounds, 0.13% hits; in the data active = a potency from the dose series; inconclusive = CPE inhibition mostly from about 23% at the one dose, without a potency; inactive = the rest, 99 in 100 with CPE inhibition below about 21%; note: strong numbers were not always called active
WT yeast gro inh mutant strain = further read-out of WT yeast gro inh, marked with its call; inhibition, %; mitochondrial fusion phenotypic screen, mutant strain inhibition
bCat nuc transl cell count 5 µM = also measured in bCat nuc transl; calls as there; cell count; measured here: cell count, cytotoxicity flag
T cell HTS vesicle-bound % = recorded beside T cell HTS, whose call it bears; double positive events, %; measured here: CD8+ vesicle-bound cell fraction;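 binding gate set so that unloaded-vesicle control wells show 10% double positive cells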
Myeloid diff 2 GFP+ MAC1+ % = further read-out of Myeloid diff 2, marked with its call; GFP+ MAC1+ double positive, %; measured here: differentiation confirmed by MAC1 staining
The depositor's hits bear a star; i = inactive; ? = inconclusive; . = no result given; & = joins results of further samples.

SMILES	WT yeast gro inh	WT yeast gro inh mutant strain	Myeloid diff 2	Myeloid diff 2 GFP+ MAC1+ %	West Nile antiviral	bCat nuc transl	bCat nuc transl cell count 5 µM	T cell HTS	T cell HTS vesicle-bound %	Rac1 GTP hydrolysis	SV40 large T antigen	Salmonella PhoP GFP	RSV antiviral HEp-2
O=C(CSc1cn[nH]n1)Nc1ccc(O)c(C(=O)O)c1	.	.	i	0.6	-0.6%	.	.	i	54	6%	5%	2%	0.3%
COC(=O)[C@@H](NC(=O)c1ccccc1OC1CCN(S(C)(=O)=O)CC1)C(C)C	.	.	i	0.7	-1.2%	.	.	i	59	6%	10%	8%	0.5%
COc1cc(CNCc2cc(OC)c(OC)c(OC)c2)cc(OC)c1	.	.	i	0.7	-1.1%	.	.	i	26	203µM*	8%	-7%	2.9%
Cc1ccc(S(=O)(=O)N2CCN(C(=O)c3cc4c(s3)CCCC4)CC2)c(C)c1	.	.	i	0.8	.	.	.	i	40	-2%	.	.	5.0%
CCn1c2ccccc2c2cc(NC(=O)COC(=O)c3ccc(O)cc3)ccc21	.	.	i	1.0	.	.	.	i	46	2%	11%	14%	22%
O=C(CCN1CCCCC1)NCC1OCCc2ccccc21 (centres undefined)	12	4	i	1.7	-0.8%	0.3	1085	i	13	11%	14%	34%	-0.6%
CC(=O)Nc1ccc(S(=O)(=O)NCCCc2ccccc2)cc1	.	.	i	0.7	-1.6%	.	.	i	27	9%	-1%	2%	6.8%
OC(COc1cccc(OCC(O)CN2CCOCC2)c1)CN1CCOCC1 (centres undefined)	-1&-17	8&1	i	1.8&0.5	0.1%	4.6	1127	i	29&44	5%&9%	10%&-4%	5%&7%	3.7%&1.8%
O=[N+]([O-])c1ccc(-[n+]2nc(-c3ccccc3)nn2-c2ccccc2)cc1	.	.	i	1.5	-0.5%	.	.	i	62	4%	6%	2%	2.7%
CCCN(CCC)C(=O)CSc1nc2ccccc2c(=O)n1CC1COc2ccccc2O1 (centres undefined)	-1	12	i	0.6	0.1%	.	.	i	38	-5%	24%	3%	0.8%
CC1=C(C(=O)OC2CCCC2)C(c2coc3ccc(C)cc3c2=O)C2=C(CCCC2=O)N1 (centres undefined)	-4	-7	i	1.3	-0.7%	-2.0	1089	i	37	12%	9%	5%	2.1%
COC(=O)CSc1nc2ccc(C)cc2cc1C#N	-5	-7	i	0.3	-0.1%	-1.8	1073	i	32	12%	-6%	-5%	3.2%
O=C(N/N=C/c1cccc([N+](=O)[O-])c1)C1CC1c1ccccc1 (centres undefined)	-2	-26	i	0.3	-0.8%	0.3	1092	i	23	4%	-19%	4%	8.6%
CCOc1ccccc1-n1c(C)cc(C=O)c1C	5	0	i	1.0	0.4%	-1.8	1007	i	35	6%	11%	-7%	1.6%
CCOc1ccc2nc(SCC(=O)Nc3nonc3C)[nH]c2c1	-14	-9	i	0.1	-0.7%	3.5	1024	i	56	2%	-1%	-1%	5.4%
O=C(COC(=O)c1ccc([N+](=O)[O-])s1)Nc1ccccc1	70*	5.7*	i	0.2	0.5%	-3.8	499	i	30	4%	2%	-2%	-0.4%
COCCn1c(C)cc(C(=O)COC(=O)c2cccc(O)c2)c1C	.	.	i	0.3	0.0%	-0.3	1286	i	26	8%	14%	-10%	-1.5%
CCOC(=O)c1c(C)n(-c2ccc(OC)cc2)c2c(C/C(C)=N/O)c(Br)c(OC)c(O)c12	10	3	i	0.7	0.1%	-4.4	1229	i	45	-4%	1%	0%	0.7%
COc1cc(NC(=O)CNC(c2ccccc2)c2ccccc2)cc(OC)c1OC	.	.	i	0.4	0.5%	.	.	i	26	8%	4%	5%	11%
CCN1C(=O)C(=O)N(CC(=O)N2CCN(c3ccccc3)CC2)C1=O	.	.	i	0.3	.	.	.	i	39	0%	6%	-4%	-2.3%

Limited to RSV antiviral HEp-2, for six of the compounds above:
canonical_smiles	RSV antiviral HEp-2
O=C(CSc1cn[nH]n1)Nc1ccc(O)c(C(=O)O)c1	0.3%
COC(=O)[C@@H](NC(=O)c1ccccc1OC1CCN(S(C)(=O)=O)CC1)C(C)C	0.5%
COc1cc(CNCc2cc(OC)c(OC)c(OC)c2)cc(OC)c1	2.9%
Cc1ccc(S(=O)(=O)N2CCN(C(=O)c3cc4c(s3)CCCC4)CC2)c(C)c1	5.0%
CCn1c2ccccc2c2cc(NC(=O)COC(=O)c3ccc(O)cc3)ccc21	22%
O=C(CCN1CCCCC1)NCC1OCCc2ccccc21 (centres undefined)	-0.6%

Back to the main list; the 2 compounds before the break are reprinted first.
SMILES	WT yeast gro inh	WT yeast gro inh mutant strain	Myeloid diff 2	Myeloid diff 2 GFP+ MAC1+ %	West Nile antiviral	bCat nuc transl	bCat nuc transl cell count 5 µM	T cell HTS	T cell HTS vesicle-bound %	Rac1 GTP hydrolysis	SV40 large T antigen	Salmonella PhoP GFP	RSV antiviral HEp-2
COc1cc(NC(=O)CNC(c2ccccc2)c2ccccc2)cc(OC)c1OC	.	.	i	0.4	0.5%	.	.	i	26	8%	4%	5%	11%
CCN1C(=O)C(=O)N(CC(=O)N2CCN(c3ccccc3)CC2)C1=O	.	.	i	0.3	.	.	.	i	39	0%	6%	-4%	-2.3%
COc1ccccc1NC(=O)Nc1cccc(NC(C)=O)c1	.	.	i	0.4	0.2%	0.3	1323	i	27	13%	15%	-2%	1.6%
CN(C)c1ccc(NC(=O)Nc2cccc(Cl)c2)cc1	5	-3	i	0.2	-0.3%	-0.8	1127	i	8	?	20%	-4%	5.7%
COCCNC(=O)Cn1nc(Cc2ccncc2)c2ccccc2c1=O	.	.	i	0.5	-0.2%	.	.	i	36	.	9%	-5%	-1.3%
CC(Oc1ccc(Cl)cc1Cl)/C(N)=N/O (centres undefined)	.	.	i	0.4	-0.3%	-3.9	1137	i	14	-1%	5%	-3%	4.1%
Cc1cccc(C)c1NC(=O)C1(N2CCN(C(=O)c3ccco3)CC2)CCCCC1	-4	-9	i	0.8	-1.3%	1.7	482	i	50	-2%	6%	10%	1.6%
Cc1cc(Nc2n[nH]c(N)c2C#N)ccc1F	-16	-15	i	0.0	0.2%	0.0	1111	i	65	1%	8%	2%	2.7%
COc1ccccc1OCCCn1c(=O)oc2ccc(C)cc21	14	6	i	0.9	-0.8%	-0.6	986	i	50	2%	7%	-4%	2.2%
CCN(CC(=O)Nc1ccc(C)c(S(=O)(=O)N(C)C)c1)Cc1ccccc1	.	.	i	0.5	-0.2%	.	.	i	57	29%	9%	3%	2.5%
CCC(=O)Nc1ccc(C(=O)COC(=O)c2nc3nccc(C)n3n2)cc1	.	.	i	1.0	.	.	.	i	38	23%	.	.	1.0%
Cc1ccc(Nc2c(F)c(F)c(F)c(F)c2C(=O)O)c(C)c1	0	-18	i	0.5	0.0%	-0.3	1090	i	44	-2%	12%	3%	3.5%
O=C(OCCN1CCN(C2=NS(=O)(=O)c3ccccc32)CC1)c1cccc(Br)c1	.	.	i	0.8	-0.5%	.	.	i	25	5%	11%	-1%	2.1%
O=C(CSc1nnc(-c2ccccc2)o1)c1nnc(-c2ccccc2)o1	-7	8	i	1.1	0.3%	-0.4	1169	i	49	6%	10%	-27%	0.1%
Cc1cc(C)cc(N2CCCn3c2nc2c3c(=O)n(CCN3CCOCC3)c(=O)n2C)c1	-12	-8	i	0.1	-0.2%	.	.	i	24	16%	2%	3%	1.2%
Cc1nc(NC(=O)COC(=O)CCc2nc3ccccc3s2)c(Cl)cc1Cl	-15	-10	i	0.1	0.2%	.	.	i	58	5%	5%	-15%	1.7%
Nc1nc(CN2CCC(Cc3ccccc3)CC2)nc(Nc2ccccc2)n1	21	28	i	0.3	-0.8%	-14	1190	i	47	5%	3%	9%	-3.0%
CCC1C(=O)NCCN1C(=O)CCc1nnc(CCc2ccc(OC)cc2)o1 (centres undefined)	.	.	i	2.3	-0.1%	.	.	i	12	7%	19%	1%	0.7%
C#CCNC(=O)C(C)c1ncc(C(F)(F)F)cc1Cl (centres undefined)	6	17	i	0.3	0.4%	-1.5	1094	i	54	-2%	8%	-2%	-1.1%
CC(NC(=O)Nc1cccc(Cl)c1)C(c1cccs1)N1CCCC1 (centres undefined)	-15	-4	i	0.2	-1.2%	5.4	443	i	26	2%	5%	6%	-0.5%
